Source: PubChem
Tb hexokinase = Trypanosoma brucei hexokinase 1 inhibitors, primary screen, biochemical, G6PDH-coupled NADH absorbance, MLSCN library. hexokinase 1 [Trypanosoma brucei]. recombinant TbHK1, G6PDH-coupled NADH A340. inhibition, % at 10 µM. 220,000 compounds, 0.11% hits;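 active = inhibition of 50% or more in the single-dose primary screen; inactive = inhibition below 50%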
Ba/F3 V617F tox = reduced viability of JAK2V617F-dependent Ba/F3 cells, primary screen, JAK2V617F inhibitor project, cell-based, Ba/F3 EpoR-JAK2V617F, luminescence; inhibition, % at 5.6 µM; 220,000 compounds, 1.1% hits; ATP luminescence;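 active = inhibition above the campaign mean plus 3 SD over all tested compounds, cut at about 24% in these data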;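 note: cytokine-independent growth of Ba/F3 cells driven by EpoR plus mutant JAK2; 0% = DMSO-treated cells and 100% = JAK inhibitor I control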
BaF3 tox = parental Ba/F3 cell viability inhibition, counter-screen for JAK2V617F inhibitor project, murine pro-B, CellTiter-Glo luminescence; CellTiter-Glo ATP luminescence; inhibition, % at 5.6 µM; 220,000 compounds, 1.1% hits; AID 1486, 2009;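 active = inhibition above a per-campaign cutoff, the mean inhibition of all tested compounds plus 3 SD, cut at about 27% in these data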;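 note: 0% = DMSO wells and 100% = JAK Inhibitor I control wells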
PPC-1+TRAIL kill = compounds killing PPC-1 cancer cells with TRAIL present, primary screen, TRAIL potentiator project, ATPLite luminescence, uHTS | PPC-1 cells + TRAIL, ATPLite viability luminescence | cell killing (% activity), % at 4 µM | 220,000 compounds, 0.41% hits | AID 1443, 2008;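 active = cell killing above 50% in the first pass at 4 µM, then a duplicate retest at 5 µM averaging 50% or more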;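 note: plate controls were cells with TRAIL plus DMSO for no effect and medium-only wells lacking cells for full effect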
RBBP9 inh = human RBBP9 inhibitors, primary screen, biochemical, fluorescence polarization, FP-Rh probe, HTS | 220,000 compounds, 0.2% hits | recombinant RBBP9 | inhibition, % at 7.94 µM | AID 1515, 2009 | Serine hydrolase RBBP9 (Homo sapiens), O75884;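 active = inhibition above the campaign mean of all tested compounds plus 3 SD, cut at about 14% in these data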;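 note: plate controls were DMSO wells with RBBP9 for no effect and wells lacking RBBP9 protein for full effect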
Target sequence (O75884 whole entry, looked up): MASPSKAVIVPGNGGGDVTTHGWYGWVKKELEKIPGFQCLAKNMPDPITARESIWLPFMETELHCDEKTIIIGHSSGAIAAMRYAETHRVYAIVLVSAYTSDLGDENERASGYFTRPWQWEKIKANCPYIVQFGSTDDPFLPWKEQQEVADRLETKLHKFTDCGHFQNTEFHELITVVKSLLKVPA
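Material: RBBP9 protein. Amount: RBBP9 at 2.5 µM in dispensed solution, before mixing. Schedule: 30 min then 45 min, 25 °C. Medium: Tris buffer pH 8.0, NaCl, Pluronic. Measured by: fluorescence polarization. Measure: percent inhibition from mP, scaled between DMSO and no-protein wells. Replication: one well per compound.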
EP2 antag = human EP2 receptor antagonists, primary screen, TR-FRET cAMP, C6 glioma cells; inhibition, % at 25 µM; Prostaglandin E2 receptor EP2 subtype (Homo sapiens), P43116; C6 glioma cells expressing human EP2; cells stimulated with saturating PGE2; 260,000 compounds, 0.52% hits;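 active = percent inhibition above 40 after rounding to a whole number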;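 note: rat C6 glioma host cells with rolipram phosphodiesterase inhibitor present; the protocol text gives 20 µM as final concentration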
Target sequence (P43116 whole entry, looked up): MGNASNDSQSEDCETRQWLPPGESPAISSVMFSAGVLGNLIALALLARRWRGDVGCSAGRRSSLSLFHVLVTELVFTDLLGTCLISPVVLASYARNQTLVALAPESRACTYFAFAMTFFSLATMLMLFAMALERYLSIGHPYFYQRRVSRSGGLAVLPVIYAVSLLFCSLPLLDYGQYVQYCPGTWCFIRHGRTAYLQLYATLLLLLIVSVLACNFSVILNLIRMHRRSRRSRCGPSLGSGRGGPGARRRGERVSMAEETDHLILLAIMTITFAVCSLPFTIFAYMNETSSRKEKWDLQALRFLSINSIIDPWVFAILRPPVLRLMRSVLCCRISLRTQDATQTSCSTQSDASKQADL
p47phox inh = p47phox/p22phox peptide binding inhibitors, primary screen, biochemical, uHTS, NADPH oxidase regulatory subunit; fluorescence polarization, 2 h; inhibition, % at 24.7 µM; 220,000 compounds, 0.53% hits;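 active = inhibition above about 30%, limit read from the data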;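 note: 0% = p47phox with labelled peptide and 100% = labelled peptide alone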
Target sequence (P14598 whole entry, looked up): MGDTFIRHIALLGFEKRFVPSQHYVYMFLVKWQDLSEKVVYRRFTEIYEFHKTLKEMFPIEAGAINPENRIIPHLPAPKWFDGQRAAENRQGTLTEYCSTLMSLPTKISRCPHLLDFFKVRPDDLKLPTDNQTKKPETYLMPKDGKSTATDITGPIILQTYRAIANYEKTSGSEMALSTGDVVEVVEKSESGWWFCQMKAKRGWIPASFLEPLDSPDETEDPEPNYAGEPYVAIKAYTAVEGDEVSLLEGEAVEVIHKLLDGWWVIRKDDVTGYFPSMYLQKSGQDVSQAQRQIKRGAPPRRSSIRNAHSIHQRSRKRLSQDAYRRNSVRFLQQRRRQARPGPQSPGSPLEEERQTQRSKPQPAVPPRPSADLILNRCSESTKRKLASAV
p97 ATPase inh = inhibitors of human p97 ATPase, primary screen, biochemical; Transitional endoplasmic reticulum ATPase (Homo sapiens), P55072; recombinant p97 ATPase, Kinase-Glo ATP luminescence, 3 h; inhibition, % at 8 µM; 220,000 compounds, 0.42% hits; AID 1481, 2009; in the data active = inhibition above about 15%;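 note: 0% = DMSO vehicle and 100% = wells lacking enzyme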
Furin inhibitor = human furin inhibitors, primary screen, biochemical, fluorescence intensity; P09958; purified furin, fluorogenic substrate cleavage; inhibition, % at 30 µM; 220,000 compounds, 0.061% hits; in the data active = inhibition above about 25%; note: inactives centre near -15
The depositor's hits bear a star; x = not tested or not shown; & = joins results of further samples; [ ] = another dose, or the depositor's remark. These rows are one share of the data; rates above refer to the full screens.

SMILES	Tb hexokinase	Ba/F3 V617F tox	BaF3 tox	PPC-1+TRAIL kill	RBBP9 inh	EP2 antag	p47phox inh	p97 ATPase inh	Furin inhibitor
CCC(=O)Nc1ccc(N2CCC(C)CC2)cc1	-4	-1	4	-2	-3	9&21	8	2	-16[20 µM]
Cc1ccc(NC(=O)C2=CCN(S(=O)(=O)c3ccc(F)cc3)CC2)cc1	1	-2	3	-12	-6	7	-3	0	-22
Cc1nnc(SCc2nc3ccccc3s2)n1-c1ccccc1	-4	-1	9	5	-1	6	-10	6	-6
O=C(c1ccccc1)N(CCO)Cc1cc2cc3c(cc2[nH]c1=O)OCCO3	-19	0	8	31	3	10	-4	11	-26
Cn1c(=O)c2c(SCc3ccccn3)nc(CC(C)(C)C)nc2n(C)c1=O	7	-1	4	12	-1	9	16	0	-37
CCOC(=O)c1c(C)nc(C)c(C(=O)OCC)c1-c1ccccc1	-4	-4	1	x	-2	6	-12	-2	-11
CCOc1cccc(/C(O)=C2/C(=O)C(=O)N(Cc3cccnc3)C2c2ccco2)c1 (stereo unspecified)	-32	2	1	0	-5	10&14	0	7	-10[20 µM]
O=[N+]([O-])c1ccc(N/N=C2/CCCCC2c2ccccn2)c([N+](=O)[O-])c1 (stereo unspecified)	-21	0	5	16	-1	4	-15	1	-10
CCOC(=O)CNC(=S)N(CCCN1CCCC1)Cc1cccs1	1	1	5	-2	1	3	-1	10	-27
O=C(Nc1ccccc1)Nc1ccccn1	-3&9	-3&2	2&1	30&6	-11&-4	4&14	-9&-1	-1&-4	-19[20 µM]
Cc1c(NC(=O)c2ccc3c(c2)C(=O)N(Cc2ccco2)C3=O)cccc1C(=O)O	6	-5	5	-1	-8	4	-5	5	-17
COc1ccc(S(=O)(=O)N2CCc3ccccc32)cc1C(=O)OCc1nnc(-c2ccccc2)o1	-1	-2	2	26	-7	6	-24	3	-13
COC(=O)c1cc2nc(-c3ccc(OC)c(OC)c3)cc(C(F)(F)F)n2n1	-2	-1	6	25	2	15	-5	3	-11
CN(Cc1ccccc1)C(=O)COC(=O)c1ccc2ccccc2n1	-6	-1	-2	-12	12	0	-1	5	-19
O=C(c1cnn2c(C(F)F)cc(-c3ccccc3)nc12)N1CCOCC1	-8	-2	3	19	-6	8	0	-4	-12[20 µM]

Among those listed so far, 4 contain a carbonyl joined to an NH by a bond outside any ring.
SMILES	Tb hexokinase	Ba/F3 V617F tox	BaF3 tox	PPC-1+TRAIL kill	RBBP9 inh	EP2 antag	p47phox inh	p97 ATPase inh	Furin inhibitor
CCC(=O)Nc1ccc(N2CCC(C)CC2)cc1	-4	-1	4	-2	-3	9&21	8	2	-16[20 µM]
Cc1ccc(NC(=O)C2=CCN(S(=O)(=O)c3ccc(F)cc3)CC2)cc1	1	-2	3	-12	-6	7	-3	0	-22
O=C(Nc1ccccc1)Nc1ccccn1	-3&9	-3&2	2&1	30&6	-11&-4	4&14	-9&-1	-1&-4	-19[20 µM]
Cc1c(NC(=O)c2ccc3c(c2)C(=O)N(Cc2ccco2)C3=O)cccc1C(=O)O	6	-5	5	-1	-8	4	-5	5	-17

(further entries)
SMILES	Tb hexokinase	Ba/F3 V617F tox	BaF3 tox	PPC-1+TRAIL kill	RBBP9 inh	EP2 antag	p47phox inh	p97 ATPase inh	Furin inhibitor
CN1CCN(C(=S)NCCc2ccccc2)CC1	-2	0	6	-8	-2	9&7	-12	3	-9[20 µM]
O=C(CCCn1c(=S)[nH]c2ccccc2c1=O)NCc1ccco1	-7	-3	1	12	-3	6	-26	3	-14[20 µM]
O=S(=O)(Cc1ccc(Cl)cc1)c1ccccc1-c1nnc(-c2ccc(Cl)cc2)o1	3	-5	2	11	-6	x	-17	0	-23[20 µM]
COCCn1c(SCC(=O)N2CCc3ccccc3C2)nc2ccccc2c1=O	-8	-3	3	31	-3	15	6	5	-26
O=c1c(-c2ccccc2)c(O)nc(SCCN2CCOCC2)n1-c1ccccc1	-5	2	4	6	-4	3	-6	0	-18
CS(=O)(=O)N(CCc1ccccc1)CC(=O)N1CCCC1	-5	-2	1	11	-2	6	-6	6	-7
CCNC(=S)N/N=C/c1sc(N2CCCCC2)nc1-c1cccs1	-3	-2	-3	29[5 µM]	-5	10	-21	-2	-15
CCC(CC)C(=O)Nc1cccc(SC)c1	-3	-1	3	12	-10	9	3	5	-28
O=C(Nc1ccncc1)c1ccc2ccccc2c1	-6	-2	6	13	-3	19	7	1	-15
Nc1ccc2oc(C3CCCCC3)nc2c1	0	-5	4	17	-4	8	-2	4	-16
Cc1cccc(N2CCN(c3nc4ccccc4n4cnnc34)CC2)c1C	-11	-2	7	2	-6	11	-10	1	-22
CCOc1cc(NC(=O)c2ccccn2)c(OCC)cc1NC(=O)c1ccc(OC)cc1	-20	-2	4	6	-4	12&4	-3	2	-12
CC(C)(C)c1ccc(OCCNC(=O)Cc2ccc(F)cc2)cc1	0	-1	3	29	-5	4	-4	-2	-4
CC(C)Cn1cnc2c1c(=O)n(CC(=O)Nc1ccc3c(c1)OCO3)c(=O)n2Cc1ccccc1	23	0	3	-4	-6	7	-7	2	-13
CC(=O)N1N=C(c2cccs2)CC1c1cc2cc(C)ccc2nc1Cl (stereo unspecified)	-8	0	1	16	-8	7	8	-1	-20
Cc1nonc1-c1ccc2c(c1)OCO2	-3	2	4	5	-11	11	-17	-3	-1
O=C1C(Cc2ccc(F)cc2)SC(=Nc2ccccc2)N1c1ccccc1 (stereo unspecified)	-6	-2	8	6	-3	10	-8	-1	-22
CCc1ccc2oc(-c3cc(N)ccc3O)nc2c1	-2	5	7	15	-7	20	-17	-4	3[20 µM]
COc1cccc(NC(=S)N(CCN(C)C)Cc2cccs2)c1	-4	-1	2	-10	-3	-2	-19	-1	-25
COC(=O)C1(NC(=O)NC2CCCCC2)CCCCC1	-5	1	0	-2	2	15	-9	5	-25
COc1ccccc1CNC(=O)C(NS(=O)(=O)c1ccc2c(c1)oc(=O)n2C)C(C)C (stereo unspecified)	4	-2	4	18	-8	11	1	1	-24
CCc1nc2sc(C)c(C)c2c(=O)n1CCO	0	2	8	6	-6	-8	-8	-2	-17[20 µM]
Cc1ccc(S(=O)(=O)CCc2nc3ccccc3s2)cc1	0	2	3	-13	-7	9&14	7	-4	-22[20 µM]
CCOC(=O)C1C(=O)NC(C)C1c1ccccc1 (stereo unspecified)	-6	-3	2	-13	-4	11	-4	2	-25
COC(=O)c1ccc(COC(=O)c2cnccn2)cc1	1	2	0	-2	-2	3	x	1	-34
COc1cc(OC)cc(-c2nnc(SCC(=O)N(Cc3ccccc3)C(C)(C)C)o2)c1	-13	-1	0	-9	-8	4	-8	-8	-10
CCOC(=O)C(=O)N1CCC(C(=O)OCC)CC1	-8	-4	4	3	7	6	-6	3	-22
O=S(=O)(c1ccc(NCc2ccc(F)cc2)nc1)N1CCCC1	0	2	2	21	-7	3	3	-4	-28
CS(=O)(=O)N(CC(=O)NCc1ccc2c(c1)OCO2)Cc1ccc(Cl)cc1	-1	2	7	11	4	11	-3	-4	-15[20 µM]
COc1ccc(Nc2oc(-c3ccc(Cl)cc3)nc2C#N)cc1	-12	3	1	1	-10	9	-21	-2	-35[20 µM]

Overlap with the part before: 3 entries, then new ones.
SMILES	Tb hexokinase	Ba/F3 V617F tox	BaF3 tox	PPC-1+TRAIL kill	RBBP9 inh	EP2 antag	p47phox inh	p97 ATPase inh	Furin inhibitor
O=S(=O)(c1ccc(NCc2ccc(F)cc2)nc1)N1CCCC1	0	2	2	21	-7	3	3	-4	-28
CS(=O)(=O)N(CC(=O)NCc1ccc2c(c1)OCO2)Cc1ccc(Cl)cc1	-1	2	7	11	4	11	-3	-4	-15[20 µM]
COc1ccc(Nc2oc(-c3ccc(Cl)cc3)nc2C#N)cc1	-12	3	1	1	-10	9	-21	-2	-35[20 µM]
COc1ccccc1Nc1nccc(N(C)C)c1C#N	-5	3	0	12	-14	6	-1	-1	-19
O=C(NC(=S)NCCC1=CCCCC1)c1ccco1	2	3	11	13	-1	7	-6	0	-24
C=CCNC(=S)Nc1ccc(Cl)cc1F	0	2	4	16	-7	5	-8	0	-17
Cc1cnc(NC(=O)c2sc3ccccc3c2Cl)s1	5	-1	0	70*[5 µM]	-11	7	-8	3	-18
NNC(=O)c1ccc(N2CCc3ccccc32)c([N+](=O)[O-])c1	-17	0	2	23	-4	4	0	2	3
Cc1ccc(S(=O)(=O)NCC(c2cccnc2)N(C)C)cc1 (stereo unspecified)	1	-4	2	7	-9	7	-13	1	-16[20 µM]
CCc1nnc(NC(=O)CCN2C(=O)CCC2=O)s1	-7	0	-1	9	-4	14	-7	-1	-9
CCC(=O)Nc1cccc(NC(=O)CSc2nnnn2Cc2ccccc2)c1	-1	-4	1	5	-2	13	5	4	-13
Cc1sc2ncn(CC(=O)Nc3ccccc3F)c(=O)c2c1-c1ccccc1	-7	0	8	14	-6	0	-9	3	-15
CCc1ccc2[nH]cc(C(=O)OCCOC)c(=O)c2c1	-3	3	2	-2	-4	7&10	-6	-3	-14
Cc1ccc(Sc2nnc(-c3ccccc3)cc2C#N)cc1	-21	-2	3	16	-8	8	-16	1	-17[20 µM]
Cc1cccc(NC(=S)N(C)C2CCCCC2)c1	2	3	9	9	-2	9	0	-1	-15
CCOC(=O)C1=C(C)NC2=C(C(=O)CCC2)C1c1cccs1 (stereo unspecified)	-11	0	7	7	1	9	-7	4	-12[20 µM]
CC(C)CNC(=O)c1ccccc1NC(=O)c1ccccc1N(C)S(C)(=O)=O	5	-2	0	20	-6	5	-5	1	-11[20 µM]
Cn1c(/C=N/O)nc2ccccc21	-7	1	-4	-8	3	9	-10	6	-12
CCc1ccc(S(=O)(=O)Nc2cccc(-c3ccc4nncn4n3)c2)s1	4	2	5	-3	4	10	-4	7	-25
